Assay outcomes deposited in PubChem by National Center for Advancing Translational Sciences (NCATS).
MBNL1 CUG block = inhibitors of human MBNL1 binding to CUG repeat RNA; Q9NR56; Potency, µM (top dose mostly 57.5 µM), inactives show at the top dose activity change, negative = inhibition, most hits filed as inhibitors; 280,000 compounds, 0.036% hits; TR-FRET MBNL1-His/biotin-(CUG)12 binding, 665/545 ratio; active means well fitted inhibition curve with a large enough effect in the signal ratio, with a control signal flat, not every such curve was filed as active; inconclusive means small, poorly fitted or top-dose-only effect, or effect the other way, or a change in a side signal; inactive means no such curve, though single readings can be large or run the other way; the % refers to the signal ratio; further: potency means the concentration at half of the fitted maximal effect; on the % scale 0 is the no-effect control and ±100 the full control effect
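Ratiometric TR-FRET (665 over 545 nm, excitation 340 nm) tracks disruption of MBNL1-His/biotin-(CUG)12 complex after 60 min at room temperature, with compounds at 92 nM to 58 uM final.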
USP2a block = inhibitors of human ubiquitin-specific protease USP2a; 330,000 compounds, 0.01% hits; AID 463254; USP2 core, Ub-CHOP2 coupled fluorogenic reporter, 485/531; Potency, µM (top dose mostly 38.3 µM), for inactives: at the top dose activity change, negative = inhibition, most hits filed as inhibitors;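 further: potency means the concentration at half of the fitted maximal effect; plate controls were DMSO wells for no effect and full inhibition by NEM control for full effect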
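Cell-free coupled assay: 10nM USP2 core preincubated 30min RT with compound in Tris-HCl pH 8.0/CaCl2/CHAPS buffer, then 25nM Ub-CHOP2 and 25nM reporter substrate; fluorescence (Ex 485/Em 531) read after 60min RT, normalized to NEM inhibition, concentration-response curves fitted.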
Menin-MLL TR inh = inhibitors of human menin-MLL interaction, mutant MLL peptide; Menin + Texas Red MLL mutant peptide, fluorescence polarization; Potency, µM (series often up to 61.6 µM), for the others: top-dose FP activity change, negative = inhibition, actives largely listed as inhibitors; 270,000 compounds, 0.23% hits; active means well fitted inhibition curve with a large enough effect in the polarisation, with a control signal flat, not every such curve was filed as active; inconclusive means small, poorly fitted or top-dose-only effect, or effect the other way, or a change in a side signal; inactive means no such curve, though single readings can be large or run the other way; the % refers to the polarisation; further: potency means the concentration at half of the fitted maximal effect; % of control where 0% means no effect; many of its hits are not listed in these tables
Target sequence (O00255 whole entry, looked up): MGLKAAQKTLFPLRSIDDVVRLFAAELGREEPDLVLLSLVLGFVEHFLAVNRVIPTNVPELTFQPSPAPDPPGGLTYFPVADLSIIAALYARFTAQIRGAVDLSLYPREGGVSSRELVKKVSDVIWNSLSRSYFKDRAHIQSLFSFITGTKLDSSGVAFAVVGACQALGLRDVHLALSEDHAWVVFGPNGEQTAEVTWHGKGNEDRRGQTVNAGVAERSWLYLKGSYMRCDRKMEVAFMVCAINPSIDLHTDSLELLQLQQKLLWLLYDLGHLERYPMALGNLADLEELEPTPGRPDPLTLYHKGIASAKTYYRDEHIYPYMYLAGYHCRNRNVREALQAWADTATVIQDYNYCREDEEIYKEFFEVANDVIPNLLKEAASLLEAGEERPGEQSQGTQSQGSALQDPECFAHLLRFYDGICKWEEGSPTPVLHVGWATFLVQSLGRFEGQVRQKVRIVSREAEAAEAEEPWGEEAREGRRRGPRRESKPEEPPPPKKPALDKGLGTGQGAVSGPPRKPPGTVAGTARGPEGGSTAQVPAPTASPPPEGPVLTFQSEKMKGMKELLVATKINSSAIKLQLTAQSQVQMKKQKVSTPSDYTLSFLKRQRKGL
BCR signal inh = blocks chronic active B-cell receptor signaling; ABC-DLBCL IkBa-CBG/CBR reporter, luminescence ratio, 4 h; Potency, µM (series often up to 46.1 µM), for the others: at the highest dose ratio change, negative = lower green/red ratio, hits mostly inhibitors; 340,000 compounds, 0.05% hits; active means well fitted inhibition curve with a large enough effect in the signal ratio, with a control signal flat, not every such curve was filed as active; inconclusive means small, poorly fitted or top-dose-only effect, or effect the other way, or a change in a side signal; the % refers to the signal ratio;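 further: potency means the concentration at half of the fitted maximal effect; plate controls were basal doxycycline-induced cells for no effect and cells given 10 µM MG132 for full effect; MG132 reads +100%, hits lower the ratio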
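Doxycycline induced both beetle luciferases in TMD8 lymphoma cells; IKK-driven degradation limits the IkappaBalpha-fused green signal, while red luminescence normalises for cell number and nonspecific effects. Compounds tested up to 46 uM, 4 hrs.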
PKM2 act = activators of human pyruvate kinase M2; P14618; purified PKM2, Kinase-Glo ATP luminescence, activation; response scale: 0% is enzyme alone, no compound; Potency, µM (titrated, usually from 57.5 µM), inactives show at the top dose activation, usual class: activators; 260,000 compounds, 0.34% hits; further: potency means the concentration at half of the fitted maximal effect; on the % scale 0 is the no-effect control and ±100 the full control effect; nearly all actives have a fitted effect of over 55% in size
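Purified hPK-M2 (>95% pure) converted ADP (0.1 mM final) to ATP with 0.5 mM PEP in 50 mM imidazole pH7.2, KCl, MgCl2, Tween 20, BSA; 1 h at room temperature. ATP detected by Kinase-Glo luminescence.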
Eya2 phos inh = blocks the phosphatase activity of human Eya2 | O00167 | Potency, µM (titrated, usually from 76.9 µM), for the others: at the top dose activity, negative = inhibition, actives largely listed as inhibitors | 330,000 compounds, 0.006% hits | recombinant Eya2, OMFP fluorescence dephosphorylation (OMFP is methylfluorescein phosphate); further: potency means the concentration at half of the fitted maximal effect; on the % scale 0 is the no-effect control and ±100 the full control effect
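Eya2 protein (added as 0.2 uM solution) was preincubated with compound for 10 min at ambient temperature in 50 mM HEPES pH 7.5, 50 mM NaCl, 5 uM MgCl2, 0.05% BSA, 1 mM DTT. OMFP (added at 50 uM) then reacted 10 min; fluorescence read at 485/525 nm.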
GALK inh = galactokinase (human) inhibition; Potency, µM (top dose mostly 57.5 µM), for the others: at the top dose activity change, negative = inhibition, actives largely listed as inhibitors; 270,000 compounds, 0.007% hits; P51570; AID 1868; Purified GALK, Kinase-Glo residual ATP luminescence; further: potency means the concentration at half of the fitted maximal effect; on the % scale 0 is the no-effect control and ±100 the full control effect
Target sequence (P51570 whole entry, looked up): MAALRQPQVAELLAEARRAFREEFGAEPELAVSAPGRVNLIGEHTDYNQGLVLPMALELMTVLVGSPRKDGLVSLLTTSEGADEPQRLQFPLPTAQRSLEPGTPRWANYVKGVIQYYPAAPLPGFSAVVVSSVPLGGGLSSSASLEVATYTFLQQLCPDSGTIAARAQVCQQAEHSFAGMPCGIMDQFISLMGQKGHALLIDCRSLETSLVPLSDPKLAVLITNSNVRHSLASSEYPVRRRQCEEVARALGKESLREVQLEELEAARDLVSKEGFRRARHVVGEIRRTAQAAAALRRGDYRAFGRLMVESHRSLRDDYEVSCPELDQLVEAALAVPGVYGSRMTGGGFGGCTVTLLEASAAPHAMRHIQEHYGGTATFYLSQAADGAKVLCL
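The enzyme phosphorylates galactose (100 uM) using ATP (35 uM); inhibition is detected as higher residual ATP, quantified by bioluminescence after 1 h reaction at room temperature, pH 8.0.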
Mito fusion act = mitochondrial division inhibition or fusion activation; S. cerevisiae fusion-defective mutant growth rescue, CellTiterGlo 48 h; Potency, µM (titrated, usually from 46.1 µM), for inactives: at the top dose growth rescue (activation), most hits filed as activators; 320,000 compounds, 0.23% hits; AID 485298;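 further: potency means the concentration at half of the fitted maximal effect; % of control where 0% means no effect; nearly all actives have a fitted effect of over 45% in size; temperature-sensitive fusion mutants such as fzo1-1 at 37 °C on non-fermentable ethanol glycerol medium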
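Luminescent cell viability in 1536-well qHTS format served as the measure of rescued growth in ts fusion-mutant S. cerevisiae cultured on non-fermentable YPEG for 48 hours at 37C.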
hERG WT inh = blocks the wildtype human KCNH2 potassium channel. Q12809. U2OS, BacMam KCNH2, thallium flux FluxOr; hits give low values. 340,000 compounds, 0.37% hits. activity change, % at 1.84 µM. AID 720551;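 active means maximum activity change below -70%; inconclusive means maximum activity change between -70% and -50%; inactive means maximum activity change above -50%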; further: on the % scale 0 is the no-effect control and ±100 the full control effect
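U2OS cells transduced with wild-type KCNH2 virus are loaded with FluxOr dye for 45 min, and thallium flux is measured in kinetic reads before and after stimulation buffer. Rate constants are normalized to DMSO controls.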
TSHR antagonist = human thyrotropin receptor antagonism; activity change, negative = inhibition, % at 11.5 µM; AID 504810; P16473; TSHR-expressing cells, TSH-stimulated cAMP HTRF, 2 h; hits give low values; 330,000 compounds, 0.2% hits;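 active means activity change below a set negative limit, meaning inhibition stronger than a set level, cut at about -70% in these data; inconclusive means activity change between two set negative limits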; further: on the % scale 0 is the no-effect control and ±100 the full control effect
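TSHR-expressing cells were treated with compounds, then stimulated with TSH at EC80 (4nM final) for 2 hours at 37 deg C. Cellular cAMP was measured by HTRF competition between lysate cAMP and cAMP-d2 for a cryptate-labelled anti-cAMP antibody.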
ASM inhibitor = blocks human secretory acid sphingomyelinase; placental ASM, HMU-PC fluorogenic substrate, 60 min; P17405; Potency, µM (top dose mostly 57.5 µM), for the others: at the highest dose activity change, negative = inhibition, usual class: inhibitors; AID 504937; 340,000 compounds, 0.006% hits; further: potency means the concentration at half of the fitted maximal effect
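Human placenta-derived ASM preincubated with compound 10 min at room temperature, then reacted with 9 uM (final) fluorogenic HMU-PC substrate for 60 min at 37 C. Stop solution raises pH to 10; fluorescence read at Ex 386/Em 447 nm.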
The depositor's hits bear a star; i = inactive; ? = inconclusive; nt = not tested or not shown; [ ] = another dose, or the depositor's remark. Unless noted, the call rests on the fitted dose curve; in most records, active means well fitted curve in the direction sought with a large enough effect; inconclusive means small, poorly fitted or top-dose-only effect, or another doubt; inactive means no such curve, though single readings can be large; an effect the other way counts as inactive or inconclusive. This is a subset; count on the stated rates, not on these rows.

Screens in order: MBNL1 CUG block	USP2a block	Menin-MLL TR inh	BCR signal inh	PKM2 act	Eya2 phos inh	GALK inh	Mito fusion act	hERG WT inh	TSHR antagonist	ASM inhibitor
(1) CCCOC(=O)c1ccc(NC(=O)C(CC)CC)cc1
  -24%	0%	0%	?	-9%	-2%	4%	12%	-11	-9	0%
(2) COc1ccccc1S(=O)(=O)Cc1ccc(C(=O)N2CCN(c3ccccn3)CC2)o1
  -19%	3%	-8%	-3%	-5%	17%	0%	-2%	-9	-13	-2%
(3) Clc1ccc(-c2nc3cc(CN4CCCCC4)ccc3o2)cc1
  -8%	2%	-19%	6%	nt	-5%	2%	26%	9	0	4%
(4) COc1ccccc1OC(=O)Cc1cccc2ccccc12
  -6%	0%	-1%	?	7%	-10%	-1%	1%	-2	7	0%
(5) COc1ccc2c(c1)CCN1C2CCN2C(=O)CCC21 (stereo not drawn)
  3%	0%	-29%	-1%	-6%	12%	-2%	-2%	-1	-4	2%
(6) COc1ccc(Cl)cc1C(=O)NCc1cn(C)nc1C
  4%	0%	-3%	?	-6%	5%	-2%	3%	-11	4	0%
(7) CCn1cc(C(=O)Nc2ccc(NC(=O)c3ccco3)cc2)c(=O)c2ccc(C)nc21
  nt	2%	-1%	0%	-5%	-2%	2%	1%	-4	10	4%
(8) COc1ccc(C(C)=O)cc1COc1ccc(Cl)c(C)c1
  7%	4%	nt	?	2%	7%	-3%	16%	-2	-21	-11%
(9) COc1ccc(CCN(C)C2CCCN(C(=O)Cn3cccn3)C2)cc1OC (stereo not drawn)
  -9%	-1%	nt	-1%	nt	-32%	5%	10%	17	45	-1%
(10) Cc1ccccc1-n1cnnc1SCC(=O)Nc1cccnc1Cl
  -11%	0%	-6%	3%	0%	0%	-2%	-2%	1	27	-5%
(11) COCCN(C(=O)COC(=O)Cc1c(C)nc2ccccc2c1C)c1c(N)n(CC(C)C)c(=O)[nH]c1=O
  nt	7%	nt	0%	nt	-25%	nt	nt	1	nt	11%
(12) NC(=O)c1c(-c2ccccc2)oc2ccc(O)cc12
  7%	1%	15%	8%	-2%	4%	3%	-2%	9	-4	1%
(13) COc1cccc2cc(C(C)=O)c(=O)oc12
  ?	2%	23%	?	4%	5%	0%	-3%	-2	1	1%
(14) CCCC(=O)c1ccc(N2CCN(C(=O)c3cccs3)CC2)c(F)c1
  -2%	3%	?	-6%	nt	-7%	nt	9%	16	-4	1%
(15) Cc1ccccc1-c1cc(C(=O)O)nn1CC1CC(c2cccc([N+](=O)[O-])c2)=NO1 (stereo not drawn)
  nt	0%	nt	?	nt	1%	nt	-3%	nt	-12	-4%
(16) O=C(/C=C/c1ccc(F)cc1)NC(=S)NNC(=O)[C@H]1C[C@@H]1c1ccccc1
  9%	0%	?	-2%	-2%	2%	7%	-11%	-10	-13	-3%
(17) Cn1cc(-c2ccccc2)cc(C#N)c1=O
  ?	2%	6%	5%	1%	9%	-1%	-12%	5	4	156%[activator]
(18) CSc1ccc(CC(=O)N2CCC(n3nccc3NC(=O)C3CC3)CC2)cc1
  -4%	1%	3%	?	-3%	-10%	0%	1%	-34	-20	-2%
(19) CCc1nc2cccnc2n1-c1ccc(CC(=O)NCCOC)cc1
  0%	0%	-23%	?	nt	4%	4%	1%	2	9	31%[activator]
(20) O=C(c1ccc(-c2ccccc2)cc1)N1CCN(c2ncccn2)CC1
  -7%	0%	5%	-4%	6%	-2%	2%	-4%	-3	-11	-1%
(21) O=C(NCC(NS(=O)(=O)OCC(Cl)(Cl)Cl)c1ccccc1)C(F)(F)F (stereo not drawn)
  -4%	0%	18%	8%	0%	-2%	nt	-4%	nt	3	-4%
(22) COC(=O)c1cc(OC)c(OC)cc1NC(=O)CCCCCN1C(=O)CCC1=O
  -4%	0%	12%	?	10%	-18%	0%	-1%	5	-7	2%
(23) CC(C)CC(c1nnnn1C(C)(C)C)N1CCN(C2CCCC2)CC1 (stereo not drawn)
  -6%	-1%	-2%	-1%	-7%	12%	-2%	-6%	14	-3	0%
(24) COc1ccc(N(CC(=O)NC2CC3CCC2C3)S(=O)(=O)c2ccc(C)cc2)cc1 (stereo not drawn)
  0%	-1%	nt	2%	-1%	-2%	4%	-1%	-12	-9	-3%
(25) Cc1nc2c(-c3ccc(F)cc3)cnn2c(N)c1-c1ccccc1
  2%	1%	?	?	nt	-5%	-6%	-65%[inhibitor]	22	12	16%
(26) O=C1C=CC(=O)N1c1cccc(-c2ccccc2)c1
  nt	0%	nt	?	3.2µM*	-2%	-2%	4%	2	-37	-1%
(27) O=C(NC1CCCCCC1)c1cc2c(=O)n3ccccc3nc2s1
  41%[activator]	2%	6%	?	0%	1%	-3%	9%	3	-3	i
(28) O=C(Nc1cccc(F)c1)/C(=C\c1cccnc1)NC(=O)c1ccco1
  12%	1%	-3%	3%	3%	-5%	-3%	-5%	-2	7	0%
(29) COc1cccc(CNn2c(-c3cccc(C)c3)nc3ccccc3c2=O)c1O
  -11%	0%	-14%	-1%	2%	0%	1%	16%	-8	-4	-2%
(30) COC(=O)[C@H](Cc1c[nH]c2ccccc12)NC(=O)NCc1ccc(OC)cc1
  -9%	-1%	-4%	0%	nt	11%	nt	-18%	34	-2	-3%
(31) Cc1cc(C)c2oc(-c3ccc(Cl)c(NC(=O)c4ccc(C#N)cc4F)c3)nc2c1
  5%	2%	-2%	?	-5%	8%	1%	-3%	-1	11	4%
(32) O=C(CSc1nc(-c2ccco2)cc(C(F)(F)F)n1)NCCc1ccccc1
  24%	-2%	0%	15%	-3%	4%	-3%	4%	-3	-5	-2%
(33) O=C(NNc1c2ccccc2nc2ccccc12)c1ccc(O)cc1O
  ?	2%	?	?	4%	-23%	-5%	-3%	-5	-20	59%[activator]
(34) CCOC(=O)C1(Cc2cccc(OC)c2)CCCN(C(=O)CCSC)C1 (stereo not drawn)
  12%	1%	-9%	0%	1%	5%	7%	1%	-5	1	-2%
(35) COc1ccc(OCC(O)CN(C2CCCCC2)C2CCCCC2)cc1 (stereo not drawn)
  -8%	-1%	?	1%	-1%	-8%	-1%	-6%	6	-3	6%
(36) Cc1ccc2oc(C(=O)NCC(c3ccco3)N3CCCC3)c(C)c2c1 (stereo not drawn)
  ?	-1%	nt	0%	nt	-4%	4%	-1%	24	10	-14%
(37) O=C(c1cccs1)N1CCN(C(=O)N2CCOCC2)CC1
  -4%	0%	-2%	-1%	0%	7%	0%	-5%	2	-1	7%
(38) CC(NC(=O)Nc1ccc(F)cc1)C(c1cccs1)N1CCCC1 (stereo not drawn)
  -7%	3%	4%	6%	-8%	-3%	0%	1%	9	7	4%
(39) COc1ccc(/C=C2\SC(=S)N(CCC(=O)N(CCO)Cc3ccccc3)C2=O)cc1OC
  ?	0%	-6%	?	nt	-18%	nt	1%	nt	0	-16%
(40) CCCCN(CC)CCCNC(=O)c1cn(CC)c2ccc(S(=O)(=O)N3CCc4ccccc4C3)cc2c1=O
  -4%	3%	?	-1%	-4%	-1%	6%	6%	1	1	-2%
(41) Cc1ccc(C)c(OCC(=O)Nc2ccc(N3CCOCC3)cc2)c1
  3%	-1%	-3%	-11%	2%	0%	-1%	0%	-9	1	-3%
(42) COCC(C)NS(=O)(=O)c1ccc(C(=O)NCCCn2ccc3ccccc32)cc1 (stereo not drawn)
  -2%	-1%	6%	?	5%	-16%	0%	-13%	-3	12	-1%
